Screening results deposited in PubChem BioAssay by several laboratories.
Rpn11 block: inhibitors of human proteasome Rpn11; O00487; human 26S proteasome, Ub4-pepOG fluorescence polarization; 20S core pre-blocked with epoxomicin; calls only at 20 µM; 360,000 compounds, 0.59% hits; AID 588493;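 active = inhibition at 20 µM, scaled to each plate's controls, above about 33%, limit read from the data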
Rin1 Abl inh: human Rin1-Abl interaction inhibition; inhibition, % at 7.35 µM; 360,000 compounds, 0.4% hits; TR-FRET Rin1/Abl binding, biochemical; P00519+Q13671; in the data active = inhibition above about 5%, passing the limit was not always enough
NadD inh: blocks S. aureus nicotinate mononucleotide adenylyltransferase; purified NadD enzyme, colorimetric absorbance read-out; inhibition, % at 20 µM; 360,000 compounds, 0.78% hits; AID 602399; in the data active = inhibition above about 26%; also: some compounds past the cut are filed as inactive
PABP1 MLLE inh: blocks PAM2 peptide binding to the PABP1 MLLE domain; P11940; GST-MLLE / FITC-PAM2 fluorescence polarization; inhibition, % at 20 µM; 360,000 compounds, 0.36% hits; AID 588489; in the data active = inhibition above about 35%, passing the limit was not always enough;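 also: plate controls were DMSO wells with GST-MLLE for no effect and wells lacking GST-MLLE protein for full effect; some results filed as inactive read as strong as hits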
MT1-MMP act inh: MT1-MMP (human) activation inhibition. P50281. HT1080 RFP-PRO-GFP cells, GFP/RFP ratio fluorescence, overnight; percent of plate control window, DMSO zero. GFP/RFP ratio change, % at 20 µM. 360,000 compounds, 0.061% hits. AID 651647;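 active = GFP/RFP ratio change of at least 30% with cell ATP level not reduced by more than half and red fluorescence within 50% of control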; also: strong numbers were not always called active
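Assay system: HT1080 cells carrying an RFP-PRO-GFP reporter | Dosing: Single dose of 20 µM compound, 1% DMSO final | Incubation: Cells overnight before dosing, compound overnight, 37 °C, 5% CO2 | Evaluation: GFP/RFP fluorescence ratio | Control set: DMSO and RFP-L50D-GFP cell wells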
CSN deneddyl inh: inhibitors of human CSN-mediated cullin deneddylation. Q92905. Purified CSN, SCF-Nedd8-OG deneddylation, fluorescence polarization. inhibition, % at 12.5 µM. 360,000 compounds, 0.38% hits. AID 651999;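 active = pattern-corrected inhibition above about 35%, with an unprinted fluorescence ratio check between 0.5 and 1.5, limit read from the data, passing the limit was not always enough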;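 also: 0% = enzyme with substrate and 100% = substrate without enzyme; some results filed as inactive read as strong as hits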
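Assay system: Purified human Csn5 enzyme expressed in HEK293T cells | Amount: Enzyme 0.24 nM | Measured by: Fluorescence polarization readout | Medium: Tris/NaCl/DTT buffer, pH 7.5 | Compound dosing: One concentration, 12.5 µM, 0.25% DMSO | Times: 90 min incubation of compound, enzyme and substrate at room temperature | Control set: no-enzyme wells high, enzyme-with-substrate wells low | Read-out: % inhibition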
FAS TE block: FAS thioesterase (human) inhibition. recombinant FAS-TE, OMFH fluorogenic substrate, fluorescence endpoint. 360,000 compounds, 0.67% hits. P49327. inhibition, % at 15 µM. AID 602261;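 active = compounds whose normalised, plate-corrected inhibition of enzyme fluorescence in the single-dose primary screen is 50% or more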;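 also: 0% = DMSO with enzyme and 100% = substrate without enzyme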
Target sequence (P49327 whole entry, looked up): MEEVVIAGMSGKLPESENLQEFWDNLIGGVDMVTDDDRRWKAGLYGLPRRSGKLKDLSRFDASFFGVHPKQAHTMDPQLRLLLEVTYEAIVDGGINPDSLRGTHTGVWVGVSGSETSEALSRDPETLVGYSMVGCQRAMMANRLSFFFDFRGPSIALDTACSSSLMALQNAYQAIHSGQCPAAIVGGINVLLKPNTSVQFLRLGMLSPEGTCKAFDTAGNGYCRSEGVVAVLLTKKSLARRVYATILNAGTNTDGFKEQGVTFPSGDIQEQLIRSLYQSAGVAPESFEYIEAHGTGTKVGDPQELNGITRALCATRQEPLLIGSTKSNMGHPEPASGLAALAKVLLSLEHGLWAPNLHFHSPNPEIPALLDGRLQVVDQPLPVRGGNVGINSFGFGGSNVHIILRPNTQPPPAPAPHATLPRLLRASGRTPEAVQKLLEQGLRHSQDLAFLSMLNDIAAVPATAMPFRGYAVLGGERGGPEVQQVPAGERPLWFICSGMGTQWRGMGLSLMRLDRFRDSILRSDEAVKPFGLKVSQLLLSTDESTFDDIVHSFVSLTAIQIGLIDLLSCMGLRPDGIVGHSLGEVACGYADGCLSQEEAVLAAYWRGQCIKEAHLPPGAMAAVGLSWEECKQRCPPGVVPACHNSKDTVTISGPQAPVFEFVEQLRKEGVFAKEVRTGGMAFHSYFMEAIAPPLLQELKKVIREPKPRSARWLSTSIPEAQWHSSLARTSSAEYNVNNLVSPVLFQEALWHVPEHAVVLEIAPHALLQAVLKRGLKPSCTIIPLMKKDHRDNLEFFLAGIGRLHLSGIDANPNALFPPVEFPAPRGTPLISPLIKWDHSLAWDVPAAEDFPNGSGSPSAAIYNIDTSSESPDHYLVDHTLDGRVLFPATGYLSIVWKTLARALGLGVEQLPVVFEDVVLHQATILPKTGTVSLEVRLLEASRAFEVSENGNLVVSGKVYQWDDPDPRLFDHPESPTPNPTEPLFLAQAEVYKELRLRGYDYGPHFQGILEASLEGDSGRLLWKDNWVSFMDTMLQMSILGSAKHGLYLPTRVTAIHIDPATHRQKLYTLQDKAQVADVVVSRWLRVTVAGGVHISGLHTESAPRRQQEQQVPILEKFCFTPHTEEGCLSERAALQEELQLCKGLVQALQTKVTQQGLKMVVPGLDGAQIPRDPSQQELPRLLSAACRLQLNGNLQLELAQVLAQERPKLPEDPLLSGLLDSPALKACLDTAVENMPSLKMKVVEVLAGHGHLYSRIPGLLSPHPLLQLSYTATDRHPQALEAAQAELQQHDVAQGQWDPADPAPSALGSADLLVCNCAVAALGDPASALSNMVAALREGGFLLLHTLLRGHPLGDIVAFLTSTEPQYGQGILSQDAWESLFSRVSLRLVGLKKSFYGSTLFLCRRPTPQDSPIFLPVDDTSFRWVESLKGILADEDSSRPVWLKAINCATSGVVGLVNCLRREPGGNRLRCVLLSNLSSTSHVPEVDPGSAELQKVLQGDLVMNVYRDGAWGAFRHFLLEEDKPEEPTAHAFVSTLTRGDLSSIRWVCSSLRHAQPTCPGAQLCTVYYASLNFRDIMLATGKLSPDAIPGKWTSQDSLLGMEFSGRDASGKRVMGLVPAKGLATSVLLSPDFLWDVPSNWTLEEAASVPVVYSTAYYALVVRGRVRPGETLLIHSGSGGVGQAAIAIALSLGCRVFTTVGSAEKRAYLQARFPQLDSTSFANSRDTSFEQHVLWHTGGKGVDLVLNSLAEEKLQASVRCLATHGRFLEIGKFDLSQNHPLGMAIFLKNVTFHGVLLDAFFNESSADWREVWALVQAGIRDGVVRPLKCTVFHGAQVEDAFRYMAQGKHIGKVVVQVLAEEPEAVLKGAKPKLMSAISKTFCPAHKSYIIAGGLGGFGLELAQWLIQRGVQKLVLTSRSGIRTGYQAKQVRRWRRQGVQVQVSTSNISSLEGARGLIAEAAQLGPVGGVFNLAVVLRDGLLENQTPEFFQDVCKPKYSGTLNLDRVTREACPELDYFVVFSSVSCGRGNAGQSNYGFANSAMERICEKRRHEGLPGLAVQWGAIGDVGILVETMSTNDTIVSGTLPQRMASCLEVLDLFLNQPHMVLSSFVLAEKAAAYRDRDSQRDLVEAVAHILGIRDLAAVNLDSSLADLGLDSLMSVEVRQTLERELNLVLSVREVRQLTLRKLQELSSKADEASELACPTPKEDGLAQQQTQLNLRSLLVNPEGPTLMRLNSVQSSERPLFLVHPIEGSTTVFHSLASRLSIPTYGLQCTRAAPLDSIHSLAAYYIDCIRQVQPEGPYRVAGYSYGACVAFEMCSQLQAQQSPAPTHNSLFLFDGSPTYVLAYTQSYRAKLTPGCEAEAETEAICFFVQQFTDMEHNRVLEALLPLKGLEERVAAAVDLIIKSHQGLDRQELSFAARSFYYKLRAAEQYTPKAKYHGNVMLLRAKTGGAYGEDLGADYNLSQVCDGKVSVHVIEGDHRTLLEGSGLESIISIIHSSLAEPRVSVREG
SKN-1 inh: blocks SKN-1 activity in C. elegans | C. elegans VP596 Pgst-4::GFP/RFP ratio, acrylamide-induced, 24 h | inhibition, % at 21.8 µM | 360,000 compounds, 0.49% hits;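 active = interference check ratio from 0.5 to 1.5 plus GFP to RFP signal ratio inhibition reaching or exceeding a fixed threshold, cut at about 30% in these data, passing the limit was not always enough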; also: some compounds called inactive have numbers as strong as hits
Neddyl block: inhibitors of human cullin neddylation | calls only at 25 µM | 360,000 compounds, 0.58% hits | TR-FRET cullin neddylation, biochemical | P61081+Q13564; in the data active = inhibition above about 36%
An asterisk follows results filed as active; i = inactive; . = not tested or not shown; + = active, no number. No enrichment for hits; any-hit rate near 3.9%.

Sequence of screens – MT1-MMP act inh, NadD inh, SKN-1 inh, Rin1 Abl inh, Neddyl block, FAS TE block, CSN deneddyl inh, Rpn11 block, PABP1 MLLE inh
> NC(=O)C1CCCN1 (centres undefined)
    -4, -1, 3, 3, i, -8, 3, i, 10
> CCCC(=O)Nc1nnc(CCc2ccccc2)s1
    0, -4, 17, -4, i, -2, 5, i, -2
> CC(=O)Nc1ccc(S(=O)(=O)N(C)CC(=O)Nc2ccccc2N2CCOCC2)cc1
    -4, 3, 21, 0, i, -2, 1, i, 2
> Cc1cc(S(=O)(=O)N2CCCC2)ccc1OCC(=O)NCc1ccccc1
    -1, 2, 16, 0, i, 0, 2, i, -3
> O=C(NCCOc1ccccc1)C(=O)c1c[nH]c2ccccc12
    -4, -4, 24, -2, i, 9, 2, i, -3
> O=Cc1cn(CCOc2ccccc2F)c2ccccc12
    -5, -8, 8, -1, i, 12, 1, i, -2
> COc1ccccc1N(CC(=O)NCCSc1ccccc1)S(=O)(=O)c1ccccc1
    3, -2, 3, 0, i, 19, -7, i, 7
> COc1ccc2nc(C)cc(N/N=C/c3ccc(F)cc3)c2c1
    -24, 4, 17, -6, i, 4, 45*, +, -38
> Cc1cccc(N(C)C(=O)c2cc(S(=O)(=O)N3CCc4ccccc43)cn2C)c1
    -2, -1, 11, -3, i, 9, -3, i, -21
> Cc1cc2cc(CNC(=S)NC3CCCCC3)ccc2[nH]1
    4, -2, 7, 3, i, -2, 3, i, -59
> O=C(N/C=N/OCc1ccc(Cl)cc1Cl)NOCc1ncc(C(F)(F)F)cc1Cl
    -2, -4, -2, -2, i, 4, 3, i, 9
> COc1cc(OC)cc(C(=O)N2CCCC(Nc3ccc(F)cc3)C2)c1 (centres undefined)
    -4, -1, -8, 0, i, -4, 0, i, 2
> COc1ccc(CN([C@H](C)CO)S(=O)(=O)N(Cc2ccccc2)[C@H](CO)C(C)C)cc1
    -5, -12, 0, 0, i, 11, -1, i, -6
> Cc1cccc(C)c1NC(=O)CNC(=O)c1c(C)nn(C)c1Cl
    -1, -1, 6, 1, i, -4, -9, i, 7
> CC1CCC(NC(=O)C2COc3ccccc3O2)CC1 (centres undefined)
    1, -3, 10, 1, i, 3, 6, i, 4
> N#Cc1ccc(NC(=O)CSc2nc3[nH]c(=O)cc(O)c3s2)cc1
    -3, -2, -14, 5, i, -4, 1, i, 9
> COc1ccc([N+](=O)[O-])cc1NC(=O)c1ccc(N2C(=O)CCC2=O)cc1
    0, -7, -4, -2, i, 7, -1, i, -12
> N#Cc1c(C(F)(F)F)cc(-c2cccs2)nc1SC(C(=O)O)c1ccccc1 (centres undefined)
    -19, 9, 1, -3, i, 75*, -3, i, -36
> O=C(CN1C(=O)CSc2ccccc21)N1CCc2ccccc21
    -1, -6, -16, 2, i, -3, -1, i, -3
> Cc1noc(C)c1C(=O)NCCCN1CCCC1=O
    2, -1, -9, 0, i, -4, 3, i, 8
> COc1ccc(C(=O)N2CCN(S(=O)(=O)c3ccc(Br)cc3)CC2)cc1
    0, -1, 9, 2, i, 7, 8, i, 0
> CCOC(=O)CN1C(=O)NC2NC(=O)NC21 (centres undefined)
    -2, 6, -13, 14*, i, -9, 4, i, -2
> COc1cc(/C=N/NC(=S)N/N=C/c2cc(OC)c(OC)c(OC)c2)cc(OC)c1OC
    14, 4, 10, -6, i, -3, -6, i, -11
> Cc1[nH]n(-c2ccccc2)c(=O)c1C(c1cccc([N+](=O)[O-])c1O)c1c(C)[nH]n(-c2ccccc2)c1=O
    8, 24, -12, 0, i, 4, 0, i, 5
> CCCCC1(C)OC(=O)C(=Cc2ccc(-c3ccc(Cl)c(C(=O)O)c3)o2)C(=O)O1 (centres undefined)
    -7, 0, 4, -2, i, -7, 19, i, 4
> O=C(c1ccc(COc2ccccc2[N+](=O)[O-])o1)N1CCCCC1
    5, -3, -1, 2, i, -2, 2, i, 0
> Cc1cccc2cc(CN(CCN(C)C)C(=S)Nc3ccccc3)c(=O)[nH]c12
    5, -4, 13, 0, i, -6, 4, i, -12
> COc1ccc(S(=O)(=O)N2CCCCCC2)cc1C(=O)Nc1ccc(C)cn1
    4, 1, 1, 5, i, 2, 2, i, -4
> CCCC1=C([O-])C2N=CC=CC2=[N+](c2ccccn2)C1=O (centres undefined)
    2, -3, 4, -1, i, -9, 6, i, 0
> O=C(CSc1nnc(SCc2ccc(Cl)cc2)s1)N/N=C/c1ccccc1C(=O)O
    9, 3, -9, -2, i, 1, -3, i, -11

9 entries from above, ordered by molar mass, low to high:
Sequence of screens – MT1-MMP act inh, NadD inh, SKN-1 inh, Rin1 Abl inh, Neddyl block, FAS TE block, CSN deneddyl inh, Rpn11 block, PABP1 MLLE inh
> O=Cc1cn(CCOc2ccccc2F)c2ccccc12
    -5, -8, 8, -1, i, 12, 1, i, -2
> Cc1cccc(C)c1NC(=O)CNC(=O)c1c(C)nn(C)c1Cl
    -1, -1, 6, 1, i, -4, -9, i, 7
> Cc1cccc(N(C)C(=O)c2cc(S(=O)(=O)N3CCc4ccccc43)cn2C)c1
    -2, -1, 11, -3, i, 9, -3, i, -21
> N#Cc1c(C(F)(F)F)cc(-c2cccs2)nc1SC(C(=O)O)c1ccccc1 (centres undefined)
    -19, 9, 1, -3, i, 75*, -3, i, -36
> COc1ccc(C(=O)N2CCN(S(=O)(=O)c3ccc(Br)cc3)CC2)cc1
    0, -1, 9, 2, i, 7, 8, i, 0
> COc1ccc(CN([C@H](C)CO)S(=O)(=O)N(Cc2ccccc2)[C@H](CO)C(C)C)cc1
    -5, -12, 0, 0, i, 11, -1, i, -6
> COc1ccccc1N(CC(=O)NCCSc1ccccc1)S(=O)(=O)c1ccccc1
    3, -2, 3, 0, i, 19, -7, i, 7
> COc1cc(/C=N/NC(=S)N/N=C/c2cc(OC)c(OC)c(OC)c2)cc(OC)c1OC
    14, 4, 10, -6, i, -3, -6, i, -11
> Cc1[nH]n(-c2ccccc2)c(=O)c1C(c1cccc([N+](=O)[O-])c1O)c1c(C)[nH]n(-c2ccccc2)c1=O
    8, 24, -12, 0, i, 4, 0, i, 5

Remaining list, next part.
Sequence of screens – MT1-MMP act inh, NadD inh, SKN-1 inh, Rin1 Abl inh, Neddyl block, FAS TE block, CSN deneddyl inh, Rpn11 block, PABP1 MLLE inh
> O=C1c2ccccc2S(=O)(=O)c2cc(C(=O)N3CCN(c4ncccn4)CC3)ccc21
    -4, -4, 3, 3, i, 1, 0, i, -11
> Cc1ccc(C)c(N2CCN(S(=O)(=O)c3ccc4c(c3)CC(C)N4C(=O)C3CC3)CC2)c1 (centres undefined)
    2, 16, 4, 3, i, 54*, 0, i, -3
> O=C(O)c1cc(-c2ccc(/C=N/NC(=S)Nc3ccccc3)o2)ccc1Cl
    1, -3, 2, 3, i, 50*, 8, i, 27
> COC(=O)[C@@]12C[C@@H](CC(=O)N3CCOCC3)C(=O)N(Cc3ccco3)C1=CCC(C)(C)C2
    1, ., -12, ., i, ., -3, ., .
> CC(NC(=O)Nc1ccc(Cl)cc1)C1CCCO1 (centres undefined)
    4, -5, 3, 3, i, -8, 7, i, 3
> COc1cccc(CCNC(=O)CC2C(=O)NCCN2Cc2ccc(C)o2)c1 (centres undefined)
    -1, -2, -2, -3, i, -5, 0, i, 4
> O=C(COC(=O)/C=C/c1ccco1)NCc1ccco1
    0, 7, -7, 1, i, -2, 10, i, 0
> Fc1cc(F)cc(NC(=S)NCCCN2CCOCC2)c1
    1, -2, -1, -2, i, 12, -5, i, 26
> O=c1c2cnn(-c3ccccc3)c2nnn1Cc1ccccn1
    2, -4, 4, -2, i, -5, -1, i, 16
> O=C(CCNS(=O)(=O)c1ccccc1)NNC(=O)COc1ccccc1F
    -5, -1, -16, 2, i, -2, -4, i, -2
> O=C(CNCc1ccccc1)Nc1ccc(Oc2ccccc2)cc1
    0, -8, -1, 0, i, 10, -16, i, -7
> CCCCNC(=O)C(=O)c1ccccc1NC(C)=O
    1, 0, -3, -5, i, -6, 1, i, 4
> CCc1ccc(OCC(=O)N/N=C(\C)c2ccccc2OC(F)F)cc1
    -1, -11, 2, 0, i, 28, -6, i, -7
> O=S(=O)(NCc1cccnc1)c1ccc(Cl)c(Cl)c1
    2, 0, 12, 4, i, -5, 2, i, 13
> COc1ccc(S(=O)(=O)NC(=O)C2(C)CCN2C(=O)COc2ccc(Cl)cc2)cc1OC (centres undefined)
    -2, -4, 4, 2, i, -8, -3, i, 4
> CC(C)Nc1nnc(SCc2cc(=O)n3ccsc3n2)s1
    -7, -1, -17, 0, i, -5, 4, i, 11
> CC(C)CN1C(=O)c2ccc(C(=O)NCc3ccc4c(c3)OCO4)cc2C1=O
    5, 2, 8, 0, i, 5, -5, i, 5
> COc1ncccc1-c1cc2nc(NCCCN(C)C)n(C)c(=O)c2s1
    9, 2, 2, -4, i, -4, 1, i, -6
> NC(=O)CSc1nnc(NC(=O)C23CC4CC(CC(C4)C2)C3)s1
    3, -4, 9, 2, i, -6, 0, i, -11
> Cc1[nH]nc(-c2cccnc2)c1N=NN(C)C
    3, -3, 5, -2, i, -5, 3, i, -10
> C[C@H](NS(=O)(=O)c1ccc(Cl)cc1)C(=O)OCC(=O)N1CCOCC1
    -2, 3, -3, 1, i, -5, 7, i, -4
> CN(C)C(=O)C#Cc1ccccc1
    -2, -7, -10, 0, i, -5, -1, i, -1
> C=CCNC(=O)C1CCC(=O)N1S(=O)(=O)c1ccc(C)cc1 (centres undefined)
    0, -1, -12, 0, i, -3, -3, i, 10
> CC(c1nnnn1C1CCCCC1)N(Cc1ccccc1)Cc1cccnc1 (centres undefined)
    1, 3, -20, 4, i, 1, -1, i, 9
> C/C(=N/NC(=O)c1ccc(-c2ccccc2)cc1)c1cccc(O)c1
    0, 6, 1, 0, i, -2, 1, i, -26
> CCCCn1nnnc1C(c1ccccc1)N1CCN(c2ccc(C)cc2)CC1 (centres undefined)
    2, 4, -12, ., i, 19, 4, ., .
